# Screens (PubChem BioAssay)
# NSD2 HMT inh = NSD2 (human) methyltransferase inhibition | O96028 | NSD2 peptide methylation, AlphaScreen, 120 min | inhibition, % at 12.5 µM | 0.54% of 310,000 active | AID 743445; in the data active = inhibition above about 50%
# LANA DNA inh = inhibitors of KSHV LANA C-terminal domain DNA binding. 0.078% of 340,000 active. inhibition, % at 9 µM. MBP-C-LANA/FAM-LBS DNA binding, fluorescence polarization;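 active = highest replicate inhibition at or above 60% at 9 µM, even if other replicates fall short; inactive = all replicates below 60% inhibition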;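 also: 0% = neutral control wells and 100% = 4 µM acridine orange control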
# CAL PDZ FP-1 = human CAL PDZ-peptide interaction inhibition; AID 504414; inhibition, % at 20 µM; 0.02% of 330,000 active; purified CAL PDZ, TMR-peptide fluorescence polarization, 1 h;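 active = highest replicate inhibition of at least 40%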;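 also: plate controls were DMSO neutral control wells for no effect and unlabeled competitor peptide control wells for full effect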
#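 material = purified tagged CAL PDZ domain construct (CerCALP) | buffer or medium = sodium phosphate/NaCl buffer pH 7.4 with TCEP, IgG, Thesit | reagent = TMR-labelled reporter peptide T*-PRC34 bound in PDZ groove | incubation = 1 h room-temperature incubation prior to read | measured by = fluorescence polarization (mP) | evaluation = percent inhibition from loss of millipolarization | control set = unlabelled peptide and DMSO controls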
# Arr AP2 block = blocks beta-arrestin peptide binding to AP2 adaptin | FITC-arrestin peptide / GST-AP2 beads, flow cytometry; AP2 beta2 appendage carries R879A mutation | inhibition, % at 10 µM | 0.31% of 340,000 active | AID 504490;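 active = inhibition above a set limit, near 3 SD of compounds lacking own fluorescence, cut at about 54% in these data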;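 also: plate controls were DMSO wells for no effect and 5 µM unlabelled arrestin peptide for full effect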
#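 System: GST-AP2 R879A glutathione beads | Also added: FITC-arrestin peptide, 50 nM | Times: 12 min plus 1 h, RT | Signal: Bead flow cytometry, FITC channel | Buffer or medium: PBS with 0.05% Tween 20 and 0.1% BSA | Read-out basis: Percent drop in bead-associated FITC signal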
# V-ATPase pHluor = yeast V-ATPase proton transport regulation by pHLuorin | S. cerevisiae, pHLuorin cytosolic pH fluorescence | response, % at 10 µM | 0.37% of 350,000 active | AID 504577; in the data active = response mostly above about 7.3%, no sharp cut-off; inactive = mostly below about 5.4%; also: actives read high; inactives centre near 0; some compounds called inactive have numbers as strong as hits
# RTF Ca sens inh = cardiac RTF calcium desensitization. IANBD-labeled cardiac RTF, Ca2+ fluorescence. inhibition, % at 7.15 µM. 0.12% of 340,000 active;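 active = inhibition above the mean inhibition of all tested compounds plus 3 SD, cut at about 17% in these data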;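 also: assay run at fixed EC70 calcium of 1.6 mM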
# CAL PDZ FP-2 = blocks peptide binding to the human CAL PDZ domain; Q9HD26; purified CAL PDZ, TMR-peptide fluorescence polarization, 1 h; inhibition, % at 24.9 µM; 0.92% of 300,000 active; AID 602252;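 active = mean inhibition of at least 30% with at least half of replicates also reaching 30%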;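 also: 0% = DMSO neutral control and 100% = excess unlabeled competitor peptide PRC23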
# Keap1-Nrf2 PPI = Keap1-Nrf2 (human) interaction inhibition. inhibition, % at 9.4 µM. Keap1 Kelch-Nrf2 peptide fluorescence polarization, 1536-well. AID 504523. 0.15% of 340,000 active; in the data active = inhibition above about 12%;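 also: human Keap1 Kelch domain with fluorescein labeled Nrf2 9mer peptide probe; 0% = neutral control wells and 100% = peptide positive control; higher means more block of Keap1 binding to Nrf2 peptide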
# DAGLB inh = blocks human DAGLB lipase activity. HEK293T DAGLB membrane lysate, EnzChek fluorogenic substrate. inhibition, % at 5.17 µM. 0.059% of 340,000 active. AID 504411; in the data active = inhibition above about 34%;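 also: 0% = enzyme with vehicle and 100% = wells lacking enzyme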
# Pemphigus Ab inh = blocks pemphigus antibody binding to human desmoglein-3. 0.48% of 310,000 active. DSG3-coupled beads, scFv-anti-DSG3-GFP binding, flow cytometry; hits give low values. binding (percent of control), % at 10 µM. AID 588358;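 active = binding more than 3 SD below its plate's average and above zero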;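 also: hits lower antibody fragment binding to DSG3; some compounds called inactive have numbers as strong as hits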
# Target sequence (P32926 whole entry, looked up, the tested form may be a part): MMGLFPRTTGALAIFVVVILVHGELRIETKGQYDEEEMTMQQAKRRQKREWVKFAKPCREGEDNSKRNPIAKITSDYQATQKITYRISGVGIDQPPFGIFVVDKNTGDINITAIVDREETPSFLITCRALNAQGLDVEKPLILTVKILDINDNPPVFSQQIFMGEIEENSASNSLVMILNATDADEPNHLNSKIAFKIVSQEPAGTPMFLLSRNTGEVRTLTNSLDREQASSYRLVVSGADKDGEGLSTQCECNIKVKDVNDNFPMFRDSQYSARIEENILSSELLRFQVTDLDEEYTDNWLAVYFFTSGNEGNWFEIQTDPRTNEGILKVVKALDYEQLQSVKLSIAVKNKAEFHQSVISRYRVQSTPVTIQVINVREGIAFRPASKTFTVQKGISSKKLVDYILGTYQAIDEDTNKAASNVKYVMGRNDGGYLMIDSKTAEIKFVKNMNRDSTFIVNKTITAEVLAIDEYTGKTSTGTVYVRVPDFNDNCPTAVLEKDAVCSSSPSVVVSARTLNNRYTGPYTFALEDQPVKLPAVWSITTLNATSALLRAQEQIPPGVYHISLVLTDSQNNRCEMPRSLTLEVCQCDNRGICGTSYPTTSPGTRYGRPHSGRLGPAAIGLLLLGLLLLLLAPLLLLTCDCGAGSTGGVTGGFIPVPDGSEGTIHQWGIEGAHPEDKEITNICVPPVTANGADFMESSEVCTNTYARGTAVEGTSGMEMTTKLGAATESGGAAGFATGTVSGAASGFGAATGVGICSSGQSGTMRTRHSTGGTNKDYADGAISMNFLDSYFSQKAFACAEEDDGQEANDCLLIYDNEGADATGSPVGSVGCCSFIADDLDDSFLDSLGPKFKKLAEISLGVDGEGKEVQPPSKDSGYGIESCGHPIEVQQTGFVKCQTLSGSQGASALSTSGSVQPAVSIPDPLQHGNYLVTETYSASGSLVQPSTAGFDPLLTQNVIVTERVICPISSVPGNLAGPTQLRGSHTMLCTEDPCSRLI
# An asterisk follows results filed as active; x = not tested or not shown.
SMILES,NSD2 HMT inh,LANA DNA inh,CAL PDZ FP-1,Arr AP2 block,V-ATPase pHluor,RTF Ca sens inh,CAL PDZ FP-2,Keap1-Nrf2 PPI,DAGLB inh,Pemphigus Ab inh
CCS(=O)(=O)N1N=C(c2cccc(NS(C)(=O)=O)c2)CC1c1ccccc1 (stereo not given),-2,-3.3,-6.9,-14,2,-13,x,-13,1,314
COc1ccc(F)cc1S(=O)(=O)NCc1ccccc1,0,5.2,-2.9,5,0,-16,-2,4,0,101
CCOC(=O)C1=CC[C@@H](c2ccccc2Cl)N(S(=O)(=O)c2ccc(C)cc2)[C@H]1C(=O)OCC,x,-1.3,-1.1,-6,-2,10,-3,-6,-10,102
CC(=O)OCc1nc2sc(C)c(C)c2c(=O)[nH]1,-1,-0.2,x,12,-1,-3,-13,-1,-1,88
O=C(N1CCOCC1)N1CCN(S(=O)(=O)N2CCOCC2)CC1,1,-0.1,0.1,2,-2,2,0,-3,-5,110
CC(NS(=O)(=O)c1ccccc1)C(=O)NC1CCCC1 (stereo not given),3,2.8,-3.3,-5,6,-4,-1,-2,-3,122
CCOc1ccc(NC(=O)C2CC(=O)N(c3ccccc3F)C2)cc1 (stereo not given),0,-0.5,1.9,0,-3,-9,x,-3,-3,134
C=CCSc1nc2sc3c(c2c(=O)[nH]1)CC(C)(C)OC3,-2,-0.7,0.0,21,1,-5,0,4,3,113
O=C(CS(=O)(=O)c1cn(CC(=O)N2CCCC2)c2ccccc12)Nc1ccccc1F,-1,1.6,-2.0,-9,0,-9,-3,-2,0,112
Cc1nn(Cc2noc(C(=O)NCc3ccc4c(c3)OCO4)n2)c(C)c1Br,0,0.7,-3.5,7,-90,1,-3,-6,0,107
CCc1nnc(NC(=O)CSc2nnc(Cc3cccn3C)n2C)s1,x,0.6,-0.3,19,-4,-10,-2,0,1,95
Cc1ccc(-c2cc(C(=O)O)c3cc(Br)ccc3n2)o1,11,5.3,-0.6,15,0,-7,17,0,6,96
CCCCn1c(SCC(N)=O)nc2ccc(N3CCOCC3)cc2c1=O,x,-5.5,0.0,16,-5,0,-8,-4,3,94
CC1CCCCC1NC(=O)/C=C/c1nc2ccccc2s1 (stereo not given),-2,-2.1,-2.4,-1,-1,-2,x,-1,1,96
O=C(C1CC1)N1CCc2cc(S(=O)(=O)NCC3COc4ccccc4O3)ccc21 (stereo not given),x,2.0,-3.6,6,-8,-4,-6,1,-4,99
CC(C)CCN1CCN(Cc2cccc(-n3cccn3)c2)CC1CCO (stereo not given),x,0.2,-0.3,4,-2,0,3,-3,1,86
O=C(/C=C/c1cccc(F)c1)OCC(=O)N1CCCC1,-2,0.9,0.5,-3,-2,-2,x,-4,0,96
O=C(Cc1ccc(S(=O)(=O)N2CCCCC2)s1)Nc1cccc2ccccc12,4,1.1,0.0,5,-2,-19,0,-6,-2,89
CSc1cccc(NC(=O)N2CCCC(CNS(=O)(=O)Cc3ccccc3)C2)c1 (stereo not given),2,2.4,21,0,4,-4,-1,3,0,93
Cc1cccc(C(C)C)c1NC(=O)CN(C)Cc1cccc(F)c1,-2,1.2,-3.1,-5,-1,7,-1,-4,-5,88
CCN(c1ccc(OC)cc1)S(=O)(=O)c1nnc(NC(=O)C2CCCCC2)s1,-1,-0.2,-1.3,1,-6,-3,4,0,-2,108
O=C(Nc1ccc(Br)cc1)N1CCCCCCC1,-2,0.5,0.8,17,1,-3,-1,4,-1,109
COc1ccc(C)cc1C(=O)C1CC(C(=O)O)C(C)(C)C1C (stereo not given),0,0.8,-0.4,8,3,0,-2,-2,2,114
O=C(/C=C/c1ccccc1)N1c2ccccc2Sc2ccc(C(F)(F)F)cc21,-2,-0.8,-0.2,16,-3,2,1,-5,-2,99
CC(C)C(NC(=O)c1ccccc1)C(=O)NC1=NCCS1 (stereo not given),5,-0.5,-2.4,2,0,-3,-1,-2,1,87
# (cont.)
SMILES,NSD2 HMT inh,LANA DNA inh,CAL PDZ FP-1,Arr AP2 block,V-ATPase pHluor,RTF Ca sens inh,CAL PDZ FP-2,Keap1-Nrf2 PPI,DAGLB inh,Pemphigus Ab inh
Cc1cc(N2C(=O)C(=O)/C(=C(/O)c3ccc(F)cc3)C2c2cccc(Br)c2)no1 (stereo not given),-2,-0.1,-3.0,5,-2,-1,-3,-1,8,104
CC(C)Oc1ccc(C(=O)NC2(C(F)(F)F)N=C3SCCN3C2=O)cc1 (stereo not given),0,0.3,-0.8,5,0,-9,-3,-2,2,113
Cc1nc(C/C(=N\Nc2ccccc2)c2ccc(O)cc2O)cs1,2,0.5,-0.6,-4,0,-5,x,1,0,103
Cc1ccnc(SCc2cc(=O)c(OC(=O)c3ccccc3)co2)n1,29,0.7,-0.6,10,3,-8,-2,-6,0,87
Clc1ccc(/C=N/Nc2nnc(Cl)c3ccccc23)cc1,0,-0.4,-2.0,-15,3,-6,-4,6,0,102
O=C(Cn1cnc2c(nnn2Cc2ccccc2)c1=O)NCc1ccco1,x,2.4,-0.8,5,-3,-13,-3,-5,0,98
CSC(=Nc1cccc(C)c1)NC#N,0,1.6,-0.6,3,9,-6,-3,1,1,x
CC1CCc2sc(C(=O)NC3CCN(Cc4ccccc4)CC3)cc2C1 (stereo not given),0,1.0,-1.1,-8,2,-2,-1,-6,-1,x
Cc1nnc(SCC(=O)c2ccc(Br)cc2)s1,2,-2.0,-1.5,-15,-3,-9,x,-2,-2,94
N#CC(=C=[N-])c1nc2ccccc2nc1-[n+]1cccc(NC(=O)c2cccs2)c1,x,-2.2,-2.3,1,2,-2,4,-3,6,51*
Cc1cccc(-c2oc3ccccc3c2-c2ccc3c(c2)OCO3)c1,x,2.9,-1.2,4,-2,2,-1,-3,-8,103
CCOC(=O)C1C(=O)CC(C)(O)C(C(=O)OCC)C1c1ccco1 (stereo not given),1,1.6,0.2,2,0,-7,-3,2,1,100
COc1ccccc1-c1nnc(NC(=O)CCS(=O)(=O)c2ccccc2)o1,0,0.3,-0.1,-2,2,-14,-8,-4,1,102
CC(C)N1C(=O)CC(Nc2ccc(N3CCOCC3)cc2)C1=O (stereo not given),15,-0.9,-0.7,2,-1,-6,-9,5,2,x
Cc1cc(C)nc(/N=C(\N)Nc2ccccc2-c2ccccc2)n1,2,2.2,-4.3,5,-1,-3,-1,4,0,78
O=C(CCCn1c(=S)[nH]c2ccccc2c1=O)N1CCN(c2cccc(Cl)c2)CC1,0,2.1,-3.8,3,0,1,2,-2,0,96
CNC(=O)CSc1nc2ccccc2c(=O)n1-c1cc(OC)ccc1OC,1,-0.6,-1.4,-11,2,-1,4,-7,3,98
COc1ccc(Cl)cc1NC(=O)CCS(=O)(=O)c1ccc(C)cc1,-2,-2.1,0.0,-8,3,-2,x,-1,-3,100
COc1cccc(CC(=O)OCC(=O)N(C)CC(=O)Nc2ccc(F)cc2)c1,2,0.4,-0.6,37,-5,-2,x,-1,0,99
Cc1ccc(C(=O)N2CCCCCC2)cc1S(=O)(=O)N1CCOCC1,-24,1.4,-1.6,15,3,-2,-1,6,2,112
COc1ccc(-n2c(O)c(/C=N/NS(=O)(=O)c3cc(C)ccc3C)c3ccccc3c2=O)cc1OC,4,-6.5,-4.2,-1,-6,-70,2,-117,-12,134
Cc1c(C(=O)N2CCc3ccccc3C2)oc2ccc(S(=O)(=O)N3CCCCCC3)cc12,-3,-1.5,-3.1,-16,0,-17,-2,-5,-27,123
Cn1c(=O)c2c(ncn2CC(O)CNc2ccc(Br)cc2)n(C)c1=O (stereo not given),0,-2.0,-0.3,11,0,-7,-4,-4,2,71
Cc1ccc(S(=O)(=O)N2CCN(C(=O)CCC(=O)NCc3cccc(C(F)(F)F)c3)CC2)cc1,-1,-1.5,-1.8,2,-1,1,-1,-4,0,103
O=C(CCC1CCCN(c2ncccn2)C1)NCc1ccccc1F (stereo not given),-4,0.6,0.3,-9,-4,2,3,-2,-3,106
# New compounds follow
SMILES,NSD2 HMT inh,LANA DNA inh,CAL PDZ FP-1,Arr AP2 block,V-ATPase pHluor,RTF Ca sens inh,CAL PDZ FP-2,Keap1-Nrf2 PPI,DAGLB inh,Pemphigus Ab inh
COc1ccc(OC)c(NC(=O)C(=O)NNC(=O)C23CC4CC(CC(C4)C2)C3)c1,28,0.3,-1.4,32,1,x,x,2,x,96
O=C(C1=C(O)C(=O)N(CCN2CCOCC2)C1c1cccs1)c1cc2ccccc2o1 (stereo not given),37,0.5,0.0,14,-5,-14,-3,-5,3,96
CCc1nnc(NS(=O)(=O)c2ccc(NC(=S)NC(=O)/C=C/c3ccc([N+](=O)[O-])cc3)cc2)s1,11,-1.4,-2.0,21,5,-20,-5,2,8,94
Cc1ccc(CNC(=O)CCCn2c(=O)c3ccccc3n(CC(=O)NC3CCCC3)c2=O)cc1,-2,0.0,1.1,20,8,-4,-1,-1,-1,107
CC(C)c1ccc(C(=O)N2CCCN(C(=O)c3ccc(C(C)C)cc3)CC2)cc1,-1,0.5,-2.9,22,0,16,-24,6,-5,127
CSc1nnc(-c2cnccn2)n1C,3,0.7,-1.9,6,-1,-9,-2,4,1,x
O=S(=O)(c1ccc(-c2csc(-c3cccnc3)n2)cc1)N1CCCC1,2,0.5,-5.3,5,-1,1,2,1,0,97
CCn1c(SCc2nnc(-c3ccccc3)o2)nnc1-c1ccc(S(=O)(=O)N2CCCC2)cc1,0,-0.8,0.0,3,-1,-7,-3,4,-1,118
CCOC(=O)C1=NOC(CN(c2ccccc2)S(=O)(=O)c2ccc(Cl)cc2)C1 (stereo not given),-2,-0.5,-1.7,x,6,-5,-3,4,-4,92
CN(CC(=O)NCc1ccccc1Cl)CC(=O)Nc1cccc(F)c1,-5,1.3,-1.1,11,-4,12,x,-1,-1,106
O=Nc1ccc(NO)c2ccccc12,4,x,x,x,-2,x,x,x,-9,108
Cc1cccc(C)c1C(=NCCCN(C)C)c1ccccc1,4,0.8,-0.7,-19,3,2,-3,0,-3,104
O=C(CO)N/N=C/c1c2ccccc2cc2ccccc12,-4,1.1,-1.6,-8,-1,-16,0,-1,-2,89
CCN(N=O)c1ccc(C=C2C=Cc3ccccc32)cc1,x,2.6,-0.4,1,3,1,-2,-4,-6,96

# Compound profiles, as listed above:
# O=Nc1ccc(NO)c2ccccc12 in the list: NSD2 HMT inh = 4; LANA DNA inh = x; CAL PDZ FP-1 = x; Arr AP2 block = x; V-ATPase pHluor = -2; RTF Ca sens inh = x; CAL PDZ FP-2 = x; Keap1-Nrf2 PPI = x; DAGLB inh = -9; Pemphigus Ab inh = 108
# Cc1cccc(C)c1C(=NCCCN(C)C)c1ccccc1 in the list: NSD2 HMT inh = 4; LANA DNA inh = 0.8; CAL PDZ FP-1 = -0.7; Arr AP2 block = -19; V-ATPase pHluor = 3; RTF Ca sens inh = 2; CAL PDZ FP-2 = -3; Keap1-Nrf2 PPI = 0; DAGLB inh = -3; Pemphigus Ab inh = 104

# Only part of the results is shown; count on the stated rates, not on these rows.
